# SSB-PriA inh – blocks PriA binding to SSB C-terminal tail | AlphaScreen SSBct-PriA binding, biotinylated peptide | inhibition, % at 33 µM | 430,000 tested, 0.6% active | AID 1272365; in the data active = inhibition mostly above about 37%, no sharp cut-off; inactive = mostly below about 20%;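 also: plate controls were negative control peptide for no effect and reference peptide for full effect; strong numbers were not always called active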
# PrPC TRFRET – cell surface PrPC inhibition, primary TR-FRET screen; P04156; TR-FRET read-out; inhibition, % at 13.8 µM; 370,000 tested, 0.43% active; in the data active = inhibition above about 24%; also: 0% = median of the test wells and 100% = reference compound wells
# BoNT-A LC inh2 – BoNT A light chain protease inhibition; AID 588499; inhibition, % at 10 µM; multiplex microsphere protease substrate cleavage, flow cytometry; 360,000 tested, 0.17% active; also: plate controls were buffer without enzyme for full effect and enzyme alone for no effect
# BH1578 lux ind – induces V. cholerae light production without autoinducers; V. cholerae BH1578 lux reporter, luminescence, 6 h; activation, % at 18.7 µM; 350,000 tested, 0.16% active; AID 588436; in the data active = activation mostly above about 9.7%, no sharp cut-off; also: not every result past the cut was called active; inactives centre near 0; reference of the scale not given here
# 3CLpro inhibitor – SARS-CoV 3CLpro protease inhibition. P0C6X7. recombinant SARS-CoV 3CLpro, quenched FRET peptide cleavage. inhibition, % at 6 µM. 290,000 tested, 0.14% active; in the data active = inhibition above about 12%
# Y pestis TopoI – Y. pestis Topo-I inhibition via cleavage products | Y. pestis Topo-I cleavage product accumulation, plate reader | activity, % at 10 µM | 360,000 tested, 0.064% active; in the data active = activity above about 50%, passing the limit was not always enough; also: inactives centre near 2
# TcdB inh – blocks C. difficile toxin B glycohydrolase activity | P18177 | TcdB glycohydrolase enzymatic assay, plate reader | inhibition, % at 9.99 µM | 350,000 tested, 0.24% active; in the data active = inhibition above about 10%
# Anthrax LF prot – anthrax lethal factor protease inhibition; 360,000 tested, 0.12% active; AID 588501; multiplex microsphere protease cleavage assay, LF; inhibition, % at 10 µM; P15917; also: plate controls were buffer without enzyme for full effect and enzyme alone for no effect
# Target sequence (P15917 whole entry, looked up): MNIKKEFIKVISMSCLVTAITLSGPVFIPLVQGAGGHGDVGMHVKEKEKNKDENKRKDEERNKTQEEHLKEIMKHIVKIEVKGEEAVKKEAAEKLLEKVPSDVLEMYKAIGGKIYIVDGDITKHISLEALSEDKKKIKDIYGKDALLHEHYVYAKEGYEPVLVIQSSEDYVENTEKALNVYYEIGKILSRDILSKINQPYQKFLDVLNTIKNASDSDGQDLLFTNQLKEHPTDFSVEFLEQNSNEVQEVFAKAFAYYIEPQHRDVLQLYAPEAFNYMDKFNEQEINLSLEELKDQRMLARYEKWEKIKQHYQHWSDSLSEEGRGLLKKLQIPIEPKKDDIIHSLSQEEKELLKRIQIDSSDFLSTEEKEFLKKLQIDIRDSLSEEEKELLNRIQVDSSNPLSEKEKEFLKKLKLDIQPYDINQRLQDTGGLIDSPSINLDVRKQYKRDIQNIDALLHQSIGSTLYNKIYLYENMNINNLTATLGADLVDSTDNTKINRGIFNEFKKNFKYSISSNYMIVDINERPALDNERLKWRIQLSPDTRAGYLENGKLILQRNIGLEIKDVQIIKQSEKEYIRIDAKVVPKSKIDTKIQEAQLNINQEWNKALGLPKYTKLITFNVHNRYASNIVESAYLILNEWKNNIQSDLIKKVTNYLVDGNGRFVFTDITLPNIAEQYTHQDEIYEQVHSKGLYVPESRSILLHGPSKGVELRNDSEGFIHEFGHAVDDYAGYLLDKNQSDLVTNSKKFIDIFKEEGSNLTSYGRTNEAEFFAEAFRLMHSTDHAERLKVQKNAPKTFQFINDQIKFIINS
# PfHsp40 yeast – restores yeast growth despite PfHsp40 toxicity; S. cerevisiae expressing PfHsp40, growth rescue, ATP luminescence; growth rescue, % at 12.5 µM; 340,000 tested, 0.68% active; in the data active = growth rescue above about 28%, passing the limit was not always enough;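 also: yeast W303a lacking pdr1 and pdr3 grown in galactose medium; growth measured after three days at 30 °C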
# * hit, by the source's call; i = inactive; / = not tested or not shown. Rule as the data show it, unless noted: active = inhibition above about 30%; inconclusive = no clear call, values can overlap the other calls; inactive = below that. The list is partial. The share of hits here may be higher or lower than overall.
compound	SSB-PriA inh	PrPC TRFRET	BoNT-A LC inh2	BH1578 lux ind	3CLpro inhibitor	Y pestis TopoI	TcdB inh	Anthrax LF prot	PfHsp40 yeast
FC(F)Oc1ccc(NC(=S)NN2CCOCC2)cc1	-2	-2	-0.4	0.5	1	2	/	-4	-1.3
CCCC(=NC(C)CC)C1=C(O)CC(c2ccccc2)CC1=O (stereo not given)	-12	8	-2.7	i	-1	23	-0.2	4	-0.3
Cc1c(C)c(C)c(CO/N=C/c2cccs2)c(C)c1C	i	-2	-0.3	-0.5	0	3	1.4	5	0.5
CCOc1ccccc1NC(=O)Cn1c(=O)oc2ccccc21	-7	11	-1.0	-0.3	3	4	6.0	-1	-1.3
Cc1ccc(OCC(=O)Nc2ccccc2N2CCCC2)c(C)c1	-1	6	-0.9	i	1	41	0.7	-1	4.5
Cc1ccc2c(c1)CCCN2C(=O)CSc1ccccc1	-23	1	2.2	-1.3	-1	43	0.0	-2	-0.9
COc1cccc(C2=Cc3ccc(F)cc3C(CC(C)=O)N2c2ccc(C#CC3(O)CCCCC3)cc2)c1 (stereo not given)	/	4	1.6	/	/	/	0.5	-7	/
Cc1cc(C)cc(Oc2coc3cc(O)ccc3c2=O)c1	2	-4	0.3	-0.1	-7	-4	0.0	-10	0.3
O=[N+]([O-])c1cc(Br)c2c(c1)CCN2	/	-6	-0.1	-0.7	/	-4	-7.0	3	/
O=C(C=Cc1ccccc1F)c1ccccc1	/	-5	-0.9	/	/	/	1.2	-3	/
Cc1nnc(SCc2cc(=O)[nH]c(N3CCN(C)CC3)n2)s1	10	-1	-0.2	-0.5	-2	4	/	-4	11
COc1ccc(CN2CCCC(CO)(Cc3ccc(F)cc3F)C2)cc1 (stereo not given)	2	11	0.6	i	2	-1	0.4	7	-1.2
COc1ccc(-c2cc(C(=O)OCC(=O)NC(C)(C)C)c3ccccc3n2)cc1	/	/	6.1	1.2	-2	1	/	3	17
C=CCN=C1S/C(=C/c2cccc([N+](=O)[O-])c2)C(=O)N1CC=C	7	-9	/	-0.8	-1	7	0.4	/	-2.2
CO/C=C\C=C/c1nnn(-c2ccc(Cl)cc2)n1	-2	3	-0.4	i	-3	-6	-5.5	-2	-1.1
CC(C)O/N=C1\C(=O)N(c2ccccc2)c2ccccc21	/	2	-0.6	-0.2	-1	-4	1.0	-2	-0.6
COc1cccc(C2CC(c3cccc(NS(C)(=O)=O)c3)=NN2C(=O)c2ccccc2)c1OC (stereo not given)	11	-4	0.6	-0.2	-1	-5	2.0	-2	1.1
Cc1ccc(SCC(=O)OCC(=O)N2CCN(C(=O)c3ccco3)CC2)c(C)c1	12	-2	-4.8	i	/	14	3.8	-3	-0.4
CCOC1=C2CN(S(=O)(=O)c3ccc(C)cc3)[C@H](c3ccccc3)C[C@@H]2N(S(=O)(=O)c2ccc(C)cc2)[C@H](c2ccccc2)C1	/	0	-0.7	/	/	/	0.4	5	/
CCSc1nnc2ccc(-c3cccs3)nn12	-5	-18	0.1	-0.3	-1	2	1.0	-8	-0.9
Cn1c(CO)nc2cc(N)ccc21	-2	-6	-1.7	1.6	-1	6	/	-5	-2.1
CC(C)(C)c1cc(NC(=O)COC(=O)c2ccc(O)cc2O)n(-c2ccccc2)n1	-10	5	-0.3	-1.2	/	-11	1.8	-1	-0.2
CCC(C)[C@H](NC(=O)Nc1ccccc1F)C(=O)OC (stereo not given in full)	1	-4	-0.1	-0.2	3	0	0.8	-2	-0.1
Cc1nnc(SCC(=O)Nc2ccc(S(N)(=O)=O)cc2)n(N)c1=O	-13	-5	-0.3	i	/	3	0.3	-8	0.4
O=C(COC(=O)COc1ccc(Cl)cc1Br)NC1CCCC1	/	-5	0.2	i	/	14	0.4	-3	/
CCCC1=C(C(=O)OCC)C(c2ccc(F)cc2)n2ncnc2N1 (stereo not given)	4	1	0.0	-1.2	-7	-11	/	-2	0.1
O=C(CCc1ccccc1)NCCCN1CCOCC1	-7	0	1.4	i	-7	-3	/	-1	0.2
COCCNC(=S)Nc1ccc2nc(N3CCN(C)CC3)cc(C)c2c1	-1	-8	0.7	i	-1	-6	0.7	9	5.0
CSc1ccc(Cn2nnc(C(=O)Nc3ccc(C)c(C)c3)c2N)cc1	9	-1	-1.4	-1.4	-2	21	0.5	-1	-1.3
O=C(NC1CCCCC1)c1ccc(Cn2cc(Cl)cn2)cc1	-1	2	0.4	i	-5	2	/	1	-1.6

# Remaining list, next part.
compound	SSB-PriA inh	PrPC TRFRET	BoNT-A LC inh2	BH1578 lux ind	3CLpro inhibitor	Y pestis TopoI	TcdB inh	Anthrax LF prot	PfHsp40 yeast
O=C(CC1C(=O)NCCN1Cc1ccc(F)c(F)c1)NCCn1cccn1 (stereo not given)	-2	4	0.0	i	1	-12	0.0	4	-0.6
CC(C)c1ccc(Nc2c([N+](=O)[O-])c(=O)n(C)c3ccccc23)cc1	29	1	/	0.9	0	-12	2.3	/	11
CCOC(=O)COc1c(Br)cc(C2NC(=O)NC(C)=C2C(C)=O)cc1OC (stereo not given)	-9	-5	4.3	i	-3	12	/	-2	-0.2
CC(=O)Nc1ccc(-n2nnnc2SCC(=O)NCc2cccs2)cc1	-1	7	-0.8	-0.4	-4	4	0.1	-6	-0.6
COc1cccc(NC(=O)N2CCC(NC(=O)C(Cc3ccccc3OC)NC(C)=O)CC2)c1 (stereo not given)	8	2	-2.9	-0.1	1	2	1.1	-2	1.2
COc1ccc(/C=N/N=C2/NC(=O)CC(C(=O)O)S2)cc1 (stereo not given)	/	-2	-2.7	-0.4	-2	-2	-0.6	-5	-1.3
Cc1cc(C)c2c(n1)sc1c(N3CCCCC3)ncnc12	-9	3	0.9	-1.2	6	19	0.2	4	0.4
COc1ccc(NC(=O)c2cccc(S(=O)(=O)N3CCOCC3)c2)cc1	-4	9	-4.2	1.1	6	-7	-0.8	-1	-0.7
O=C(NN1C(=O)C2CCCCC2C1=O)c1ccco1 (stereo not given)	4	0	1.2	-0.9	4	-1	0.1	16	-1.1
COc1cccc(NC(=O)C2CCN(C(=O)NC3CCCCC3)CC2)c1	-2	3	0.0	-0.4	4	-11	0.7	2	0.9
CCCSc1cc(N)cc([N+](=O)[O-])c1	4	-4	-0.6	i	5	0	-0.8	-3	1.0
CCNC(=O)N1C[C@H]2CON(C)[C@H]2C[C@H]1c1ccccc1Br	/	-6	0.1	i	/	8	0.1	-4	/
CC1CN(C(=O)COC(=O)c2cc(=O)c3ccccc3o2)CC(C)O1 (stereo not given)	-5	7	0.8	-0.6	-7	-1	2.0	-2	0.5
Cc1c(-n2c(CN3C(=O)c4ccccc4C3=O)nc3ccccc3c2=O)c(=O)n(-c2ccccc2)n1C	-3	-6	-0.9	6.2	-4	-5	/	0	0.7
Oc1ccc(C[C@@H]2CNC(=S)N2CCc2cc(C(F)(F)F)cc(C(F)(F)F)c2)cc1	-17	-3	-0.1	1.2	/	-8	0.4	-2	3.1
COc1ccc(CCN(C)C2CCCN(S(=O)(=O)c3ccc(C)cc3)C2)cc1OC (stereo not given)	-8	-4	1.0	-1.2	-3	5	-0.1	-17	-0.8
Cc1ccc(-c2cnc3cc(C)nn3c2)cc1	-9	-10	0.2	-1.1	-1	-9	2.6	4	0.8
Cc1cc(=O)[nH]c(SCC(=O)NC2CCCc3ccccc32)n1 (stereo not given)	-4	3	-1.2	-0.4	4	-4	-0.3	0	-0.7
CCn1c(=NC(=O)CN2C(=O)CCC2=O)sc2c(C)cc(C)cc21	-5	-1	-0.2	1.5	-4	7	-0.3	-3	-0.5
Cc1ccc(Cc2nc(-c3cccc(C)c3)no2)cc1	-107	5	0.1	i	-4	12	/	3	-0.2
CCN(CC1CCCN(CCc2cccc(OC)c2)C1)C(=O)c1ccoc1 (stereo not given)	-11	-10	0.6	-1.1	0	-2	0.8	3	-0.2
COc1cc2c(cc1NC(=O)CN1CCN(S(=O)(=O)c3ccc(C)cc3)CC1)oc1ccccc12	-12	-9	-0.6	-1.0	-2	2	/	-3	-0.5
COc1ccc(C2CCN(Cc3cccnc3)CC2O)cc1 (stereo not given)	-14	0	0.1	-0.7	-8	-8	-3.4	1	1.8
Cc1csc(NC(=O)c2cc(C)oc2C)n1	-3	-4	-0.2	-0.3	-1	-8	/	-1	2.0
Cc1ccc(-c2csc(N3CCC[C@@H]3C(=O)NCCn3c(C(F)(F)F)nc4ccccc43)n2)cc1	-14	8	-0.4	4.7	0	-3	-13	3	-0.6
COc1ccc(C(=O)C2CCCN(C(=O)c3cc(C(C)C)no3)C2)cc1F (stereo not given)	-6	1	-0.2	-0.2	-3	-4	0.4	0	5.5
Cc1ccc(NC(=O)c2nc[nH]c2C(=O)Nc2ccc(C)cc2)cc1	-8	-5	0.0	-0.2	8	2	/	-1	-0.4
Cc1cccc(N(CC(=O)NC2CCCCC2)C(=O)CCC(=O)Nc2nccs2)c1	-1	2	1.0	-0.4	-2	-1	0.5	3	0.0
O=C(O)CC1c2ccccc2CCN1S(=O)(=O)c1ccc(F)cc1 (stereo not given)	-2	3	-0.1	-0.5	1	-1	2.0	-1	0.8
COc1ccccc1CCNC(=O)C1CCN(c2nnc(C)c3c(C)n(-c4ccc(C)cc4)nc23)CC1	-14	-5	-5.1	-0.2	1	17	-0.9	0	-1.4

# Ordered by count of non-hydrogen atoms (highest first): some entries from above
compound	SSB-PriA inh	PrPC TRFRET	BoNT-A LC inh2	BH1578 lux ind	3CLpro inhibitor	Y pestis TopoI	TcdB inh	Anthrax LF prot	PfHsp40 yeast
CCN(CC1CCCN(CCc2cccc(OC)c2)C1)C(=O)c1ccoc1 (stereo not given)	-11	-10	0.6	-1.1	0	-2	0.8	3	-0.2
O=C(O)CC1c2ccccc2CCN1S(=O)(=O)c1ccc(F)cc1 (stereo not given)	-2	3	-0.1	-0.5	1	-1	2.0	-1	0.8
Cc1cc(C)c2c(n1)sc1c(N3CCCCC3)ncnc12	-9	3	0.9	-1.2	6	19	0.2	4	0.4
O=C(NN1C(=O)C2CCCCC2C1=O)c1ccco1 (stereo not given)	4	0	1.2	-0.9	4	-1	0.1	16	-1.1
CCCSc1cc(N)cc([N+](=O)[O-])c1	4	-4	-0.6	i	5	0	-0.8	-3	1.0

# (next part)
compound	SSB-PriA inh	PrPC TRFRET	BoNT-A LC inh2	BH1578 lux ind	3CLpro inhibitor	Y pestis TopoI	TcdB inh	Anthrax LF prot	PfHsp40 yeast
Cc1c(NC(=O)NC(=O)c2ccc(F)cc2)c(=O)n(-c2ccccc2)n1C	-2	1	-0.8	i	3	1	/	-1	-0.9
Cc1ccc(CNC(=O)c2cccc(-n3cnnn3)c2)cc1	1	-1	-0.2	0.3	-2	-11	/	0	1.7
CCOC(=O)[C@]12Cc3cc(OC)ccc3[C@H]1N(C)C(=O)c1cc(OC)ccc12	/	1	0.0	/	/	/	1.8	-3	/
CC(C)C(NC(=O)c1ccco1)C(=O)OCC(=O)N1CC(=O)Nc2ccccc21 (stereo not given)	-9	1	-1.4	i	/	5	0.3	-3	-1.1
CC(=O)Nc1ccc(NC(=O)c2ccc(CSc3ccccc3)o2)cc1	-1	0	-2.0	3.6	-2	16	-1.1	-2	0.2
O=C(Nc1ccc(Cl)cc1)Nc1ccc2c(c1)N1CCN=C1S2	2	1	1.0	i	1	-8	/	8	-0.5
O=C1N[C@@H](Cc2c[nH]c3ccccc23)COC(=O)[C@@H](Cc2ccc(F)cc2)CC/C=C/C[C@@H]1CC(=O)N(CCO)Cc1ccccc1	4	-9	-0.4	-1.1	/	2	-0.2	-5	2.2
COC(=O)c1ccc(C(=O)OC)c(NC(=O)C2CC(=O)N(C3CCCC3)C2)c1 (stereo not given)	1	-6	-0.7	i	/	-6	1.8	-1	0.8
CCCCN(C(=O)CC1CCCC1)c1c(N)n(Cc2ccccc2)c(=O)[nH]c1=O	/	-4	-0.5	-0.5	/	-7	0.6	-7	/
Cn1nc(C(=O)Nc2ccc(Cl)c(S(=O)(=O)N3CCOCC3)c2)c2ccccc2c1=O	-3	0	-0.7	0.2	/	4	-0.8	-2	-0.2
CCn1cc(CN2CCN(Cc3ccccc3)C(CCO)C2)c2ccccc21 (stereo not given)	10	-11	2.5	-0.5	0	-9	1.5	-1	-0.6

# Screens from PubChem BioAssay.
